Source: PubChem (The Scripps Research Institute Molecular Screening Center)
SIAE inh: blocks human sialic acid acetylesterase; SIAE FP-Rh probe binding, fluorescence polarization; inhibition, % at 9.66 µM; 370,000 compounds, 0.69% hits;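 active = inhibition above a cutoff: mean of compounds within the control limits plus 3 SD of those, cut at about 17% in these data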;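 also: 0% = plate median of compound wells and 100% = probe without SIAE protein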
Target sequence (Q9HAT2 whole entry, looked up): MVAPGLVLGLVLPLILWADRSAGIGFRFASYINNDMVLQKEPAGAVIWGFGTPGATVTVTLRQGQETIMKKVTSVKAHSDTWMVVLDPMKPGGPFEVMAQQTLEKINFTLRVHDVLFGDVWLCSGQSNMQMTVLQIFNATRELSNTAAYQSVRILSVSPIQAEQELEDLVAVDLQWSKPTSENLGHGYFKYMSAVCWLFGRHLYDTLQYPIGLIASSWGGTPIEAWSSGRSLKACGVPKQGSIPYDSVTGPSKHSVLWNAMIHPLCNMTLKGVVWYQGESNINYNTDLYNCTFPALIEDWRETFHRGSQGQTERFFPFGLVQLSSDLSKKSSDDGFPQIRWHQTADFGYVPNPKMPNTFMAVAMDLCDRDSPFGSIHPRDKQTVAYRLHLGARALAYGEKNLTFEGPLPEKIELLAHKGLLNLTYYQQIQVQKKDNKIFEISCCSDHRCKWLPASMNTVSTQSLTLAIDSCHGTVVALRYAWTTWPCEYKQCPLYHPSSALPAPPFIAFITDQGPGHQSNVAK
TCR CD3 inh: inhibitors of human TCR-CD3 interaction; TAMRA-labeled TCR probe fluorescence, biochemical; inhibition, % at 9.4 µM; 360,000 compounds, 0.37% hits; in the data active = inhibition above about 19%;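 also: recombinant mutant TCR 2C K166C tagged with TAMRA read by polarization; 0% = receptor in buffer alone and 100% = receptor with positive control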
UHRF1 binding: human UHRF1 methylated DNA binding inhibitors; Q96T88; UHRF1 binding to methylated oligo, TR-FRET; inhibition, % at 4.4 µM; 370,000 compounds, 0.75% hits; in the data active = inhibition above about 21%;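 also: UHRF1 SRA domain binding a hemimethylated CpG hairpin DNA probe; 0% = median of test compound wells and 100% = reference inhibitor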
PG9 Ab binder: PG9 antibody binding by small molecule. inhibition, % at 6.7 µM. TR-FRET gp120-PG9 antibody binding. 360,000 compounds, 0.43% hits; in the data active = inhibition above about 8.5%
HTRA1 inhibitor: blocks human HTRA1 serine peptidase; Q92743; AID 504803; 340,000 compounds, 0.5% hits; inhibition, % at 5.96 µM; recombinant HTRA1, FP-rhodamine activity-based probe, fluorescence polarization; in the data active = inhibition above about 36%;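 also: 0% = enzyme with DMSO and 100% = wells lacking enzyme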
Target sequence (Q92743 whole entry, looked up): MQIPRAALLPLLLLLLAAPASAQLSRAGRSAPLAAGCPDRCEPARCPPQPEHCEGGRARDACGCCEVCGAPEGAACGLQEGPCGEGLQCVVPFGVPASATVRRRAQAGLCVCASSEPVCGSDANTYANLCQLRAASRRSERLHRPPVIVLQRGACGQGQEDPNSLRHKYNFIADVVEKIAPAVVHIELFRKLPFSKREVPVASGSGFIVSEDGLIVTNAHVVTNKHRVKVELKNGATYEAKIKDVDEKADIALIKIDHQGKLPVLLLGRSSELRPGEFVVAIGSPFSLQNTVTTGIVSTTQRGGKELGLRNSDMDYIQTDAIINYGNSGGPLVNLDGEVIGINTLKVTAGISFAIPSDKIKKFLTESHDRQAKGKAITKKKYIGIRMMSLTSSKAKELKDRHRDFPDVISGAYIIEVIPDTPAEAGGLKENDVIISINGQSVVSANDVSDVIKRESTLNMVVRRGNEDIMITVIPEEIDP
LEDGF integ inh: blocks HIV-1 LEDGF/p75-dependent DNA integration; TR-FRET IN-LEDGF/p75 DNA integration, Eu/Cy5; inhibition, % at 3.7 µM; 370,000 compounds, 0.64% hits; AID 743269;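 active = inhibition above the screen-wide mean plus 3 SD, cut at about 13% in these data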;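 also: signal is the Cy5 over europium emission ratio at 671 and 618 nm; 0% = plate median of compound wells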
Tn7 DDE FP: disrupts Tn7 cyclic peptide binding to fibrin D-Dimer-E complex; P02675; FP displacement of FITC-Tn7 peptide from fibrin DD(E); 0% = median of compound wells per plate; inhibition, % at 8.3 µM; 370,000 compounds, 0.13% hits;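 active = inhibition above the mean of compounds falling within the control limits plus 3 SD of them, cut at about 14% in these data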;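 also: 0% = plate median of compound wells and 100% = 10 µM Aha-Tn7 peptide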
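Test system – human fibrin DD(E) · Times – 10 min preincubation, 3 h with tracer, room temperature · Detection – fluorescence polarization of the labelled Tn7 tracer · Measure – percent inhibition normalized to high-control wells · Benchmarks – high control wells with 10 µM unlabelled Aha-Tn7 peptide (full inhibition) · Repeats – singlicate testing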
ABHD4 inh: inhibitors of mouse ABHD4; Q8VD66; purified mABHD4, FP-Rh probe fluorescence polarization; inhibition, % at 8.92 µM; 370,000 compounds, 0.54% hits;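 active = inhibition exceeding the mean over every tested compound plus 3 SD, cut at about 30% in these data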;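 also: 0% = plate median of compound wells and 100% = S159A mutant with DMSO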
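Test system: mABHD4 protein | Buffer or medium: HEPES pH 7.0 buffer, 150 mM NaCl, 0.01% Pluronic F-127 | Probe or stimulus: FP-Rh fluorescent activity-based probe, added after compound pre-incubation | Timing: Pre-incubation 45 min, probe exposure 60 min, at 25 °C | Technique: Fluorescence polarization, excitation 525 nm, emission 598 nm, BODIPY TMR filters | Repeats: Single well per compound (singlicate)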
TDP2 inh: blocks human TDP2 phosphodiesterase activity. O95551. recombinant TDP2, T5PNP hydrolysis, p-nitrophenol absorbance 415 nm. inhibition, % at 12.8 µM. 370,000 compounds, 0.34% hits. AID 720702;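 active = inhibition above the mean of all tested compounds plus 3 SD, set per campaign, cut at about 25% in these data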;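 also: 0% = DMSO with enzyme and 100% = buffer with substrate but no TDP2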
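Evaluation: % inhibition relative to enzyme-containing and enzyme-free wells. Material: recombinant human TDP2. Benchmarks: enzyme-free and DMSO wells. Timing: enzyme reaction with compound for 2 h at 37 °C. Compound dosing: 12.8 µM only. Measured by: p-Nitrophenol epi absorbance. Reagent: T5PNP substrate at 5 mM, a TopII-DNA adduct mimic. Replication: single well per compound.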
PRMT1 FP inh: inhibitors of human PRMT1; Q99873; recombinant PRMT1, activity-based probe fluorescence polarization; inhibition, % at 2.79 µM; 370,000 compounds, 1.3% hits; AID 652257;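 active = inhibition above about 21% made by adding two undisclosed values, limit read from the data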
* marks the source's active call; other numbers are inactive results. Outcome played no part in choosing rows; about 4.2% have a hit in one of these screens.

Results for Cc1ccc(/C=N/N2CCN(C3c4ccccc4-c4ccccc43)CC2)s1 ?
SIAE inh: 8; TCR CD3 inh: 10; UHRF1 binding: 2; PG9 Ab binder: 0.8; HTRA1 inhibitor: 2; LEDGF integ inh: -3; Tn7 DDE FP: -6; ABHD4 inh: 3; TDP2 inh: -5; PRMT1 FP inh: -2

Results for Cn1cccc1C(=O)N1CCN(S(=O)(=O)c2cccs2)CC1 ?
SIAE inh: -1; UHRF1 binding: 2; LEDGF integ inh: 2; Tn7 DDE FP: -5; ABHD4 inh: 3; TDP2 inh: 9; PRMT1 FP inh: 5

Results for COc1ccc([C@H]2CC(=O)c3c(O)cc(O)cc3O2)cc1O ?
SIAE inh: 6; TCR CD3 inh: -18; UHRF1 binding: 0; PG9 Ab binder: 0.3; HTRA1 inhibitor: 8; LEDGF integ inh: -2; Tn7 DDE FP: -5; ABHD4 inh: -2; TDP2 inh: 4; PRMT1 FP inh: 3

Results for COc1cccc(C(=O)N2CCOCC2)c1 ?
SIAE inh: -4; TCR CD3 inh: -6; UHRF1 binding: 5; PG9 Ab binder: -1.0; HTRA1 inhibitor: 2; LEDGF integ inh: 4; Tn7 DDE FP: -8; ABHD4 inh: 0; TDP2 inh: -13; PRMT1 FP inh: -2

Results for O=C(CN1c2cccc3cccc(c23)S1(=O)=O)NC1CCCCC1 ?
SIAE inh: 4; TCR CD3 inh: 5; UHRF1 binding: -2; PG9 Ab binder: 1.2; HTRA1 inhibitor: 2; LEDGF integ inh: 4; Tn7 DDE FP: 1; ABHD4 inh: -3; TDP2 inh: -5; PRMT1 FP inh: -5

Results for N#CCCN(Cc1ccccc1)C(=S)NC(=O)c1ccccc1 ?
SIAE inh: 1; TCR CD3 inh: -1; UHRF1 binding: 4; PG9 Ab binder: 1.4; HTRA1 inhibitor: -1; LEDGF integ inh: 0; Tn7 DDE FP: 1; ABHD4 inh: 1; TDP2 inh: 3; PRMT1 FP inh: -1

How did COc1cc(/C=C/CO)cc(OC)c1OC/C=C(\C)CCC=C(C)C do in these assays?
SIAE inh: 2; TCR CD3 inh: 6; UHRF1 binding: 0; PG9 Ab binder: -0.5; HTRA1 inhibitor: -20; LEDGF integ inh: 1; Tn7 DDE FP: 1; ABHD4 inh: -20; TDP2 inh: -13; PRMT1 FP inh: -1

What do the screens show for `Cc1cc(C(C)(C)C)cc(C)c1S(=O)(=O)N1CCN(C(=O)c2cc([N+](=O)[O-])c[nH]c2=O)CC1`?
SIAE inh: 1; TCR CD3 inh: 0; UHRF1 binding: 3; PG9 Ab binder: -1.7; HTRA1 inhibitor: -17; LEDGF integ inh: 28*; Tn7 DDE FP: -2; ABHD4 inh: -4; TDP2 inh: 5; PRMT1 FP inh: -1

How did CCOC(=O)c1ccc2c(c1)N(CC#N)C(=O)C(C)(C)O2 do in these assays?
SIAE inh: -6; TCR CD3 inh: -2; UHRF1 binding: 2; PG9 Ab binder: 1.1; HTRA1 inhibitor: 6; LEDGF integ inh: -4; Tn7 DDE FP: -4; ABHD4 inh: -2; TDP2 inh: 12; PRMT1 FP inh: 0

Results for Cc1ccccc1/C=C1\Oc2ccccc2C1=O ?
SIAE inh: 5; TCR CD3 inh: -5; UHRF1 binding: 0; PG9 Ab binder: -1.6; HTRA1 inhibitor: -1; LEDGF integ inh: -5; Tn7 DDE FP: 1; ABHD4 inh: -3; TDP2 inh: -11; PRMT1 FP inh: 3

What do the screens show for `O=[N+]([O-])c1cc([N+](=O)[O-])c(Oc2ccc(Br)cc2Br)cc1NN1CCCCC1`?
SIAE inh: 6; TCR CD3 inh: 3; UHRF1 binding: 1; PG9 Ab binder: 1.3; HTRA1 inhibitor: -1; LEDGF integ inh: -1; Tn7 DDE FP: 3; ABHD4 inh: 2; TDP2 inh: 4; PRMT1 FP inh: -4

Results for O=C(CN1C2=NCCCN2c2ccccc21)c1cccs1 ?
SIAE inh: -2; TCR CD3 inh: -9; UHRF1 binding: 7; PG9 Ab binder: 0.8; HTRA1 inhibitor: 0; LEDGF integ inh: -2; Tn7 DDE FP: 2; ABHD4 inh: -15; TDP2 inh: 1; PRMT1 FP inh: 5

Results for COc1cc2c(cc1NC(=O)c1cccnc1)CCCC2 ?
SIAE inh: -2; TCR CD3 inh: 2; UHRF1 binding: -4; PG9 Ab binder: 0.5; HTRA1 inhibitor: 7; LEDGF integ inh: 2; Tn7 DDE FP: -3; ABHD4 inh: 2; TDP2 inh: 9; PRMT1 FP inh: -5

How did N#Cc1ccc(Cn2c(-c3ccc(F)cc3)noc2=O)cc1 do in these assays?
SIAE inh: -1; TCR CD3 inh: 8; UHRF1 binding: 1; PG9 Ab binder: 0.6; HTRA1 inhibitor: -7; LEDGF integ inh: 2; Tn7 DDE FP: 2; ABHD4 inh: 0; TDP2 inh: 7; PRMT1 FP inh: 1

What do the screens show for `Cc1cc(NC(=O)c2ocnc2C)no1`?
SIAE inh: 0; TCR CD3 inh: 6; UHRF1 binding: 0; PG9 Ab binder: -0.8; HTRA1 inhibitor: 0; LEDGF integ inh: 0; Tn7 DDE FP: -6; ABHD4 inh: -1; TDP2 inh: 5; PRMT1 FP inh: 0

What do the screens show for `C/C(CC(=O)Nc1c(C)cc(C)cc1C)=N\NC(=O)c1cnccn1`?
SIAE inh: -1; TCR CD3 inh: -5; UHRF1 binding: -5; PG9 Ab binder: -2.2; HTRA1 inhibitor: 3; LEDGF integ inh: 3; Tn7 DDE FP: -3; ABHD4 inh: 2; TDP2 inh: -7; PRMT1 FP inh: -2

How did CCCOc1ccc(/C(O)=C2/C(=O)C(=O)N(CCN(C)C)C2c2ccc(OC)c(OC)c2)cc1 (configuration not stated) do in these assays?
SIAE inh: 3; TCR CD3 inh: -1; UHRF1 binding: -2; PG9 Ab binder: -3.3; HTRA1 inhibitor: 0; LEDGF integ inh: -1; Tn7 DDE FP: -5; ABHD4 inh: 3; TDP2 inh: -3; PRMT1 FP inh: 1

How did O=C(CN1CCN(c2nc(-c3ccccc3)cs2)CC1)Nc1ccc(Cl)c(Cl)c1 do in these assays?
SIAE inh: 4; UHRF1 binding: -1; LEDGF integ inh: -2; Tn7 DDE FP: 7; ABHD4 inh: -2; TDP2 inh: 12; PRMT1 FP inh: -5

What do the screens show for `N#Cc1cc2c([nH]c1=O)CCCC2`?
SIAE inh: -1; TCR CD3 inh: 4; UHRF1 binding: 1; PG9 Ab binder: -0.4; HTRA1 inhibitor: 2; LEDGF integ inh: 4; Tn7 DDE FP: -6; ABHD4 inh: 6; TDP2 inh: 4; PRMT1 FP inh: 4

What do the screens show for `COc1cc(NS(=O)(=O)c2ccccc2)ccc1-n1nc(C)cc1C`?
SIAE inh: -6; TCR CD3 inh: -3; UHRF1 binding: 2; PG9 Ab binder: 1.7; HTRA1 inhibitor: -7; LEDGF integ inh: -7; Tn7 DDE FP: -6; ABHD4 inh: 1; TDP2 inh: -9; PRMT1 FP inh: 2

How did COC(=O)CC1SC(=O)NC1=Nc1ccc(OC)cc1 (configuration not stated) do in these assays?
SIAE inh: 1; TCR CD3 inh: 4; UHRF1 binding: -2; PG9 Ab binder: -1.9; HTRA1 inhibitor: 5; LEDGF integ inh: 9; Tn7 DDE FP: -2; ABHD4 inh: -13; TDP2 inh: 1; PRMT1 FP inh: 1

How did Cc1ccc(S(=O)(=O)N2CCN(C(=O)c3cc4c(C)nn(-c5ccccc5)c4s3)CC2)cc1 do in these assays?
SIAE inh: -5; TCR CD3 inh: -1; UHRF1 binding: 2; PG9 Ab binder: -4.8; HTRA1 inhibitor: 0; LEDGF integ inh: -2; Tn7 DDE FP: -6; ABHD4 inh: 1; TDP2 inh: -2; PRMT1 FP inh: -2

What do the screens show for `O=C(O)CCCC(=O)NNC(=O)c1cccc(Br)c1`?
SIAE inh: 5; TCR CD3 inh: 2; UHRF1 binding: -2; PG9 Ab binder: 0.0; HTRA1 inhibitor: 0; LEDGF integ inh: 1; Tn7 DDE FP: 4; ABHD4 inh: 1; TDP2 inh: 2; PRMT1 FP inh: -2

What do the screens show for `Cc1cccnc1Nc1nc(-c2ccccc2)cs1`?
SIAE inh: -1; TCR CD3 inh: 3; UHRF1 binding: -3; PG9 Ab binder: 0.6; HTRA1 inhibitor: -11; LEDGF integ inh: -5; Tn7 DDE FP: 6; ABHD4 inh: 15; TDP2 inh: -2; PRMT1 FP inh: -3

What do the screens show for `O=C(Nc1ccccc1F)C1CCCN1S(=O)(=O)c1cccc2nsnc12` (configuration not stated)?
SIAE inh: -5; TCR CD3 inh: -2; UHRF1 binding: -2; PG9 Ab binder: -1.9; HTRA1 inhibitor: 1; LEDGF integ inh: 1; Tn7 DDE FP: -1; ABHD4 inh: -1; TDP2 inh: -4; PRMT1 FP inh: 0

How did CC(=O)Nc1ccc(NC(=O)CCS(=O)(=O)c2ccc3c(c2)oc(=O)n3C)cc1 do in these assays?
SIAE inh: 1; TCR CD3 inh: -1; UHRF1 binding: 3; PG9 Ab binder: -1.1; HTRA1 inhibitor: 3; LEDGF integ inh: 1; Tn7 DDE FP: -6; ABHD4 inh: -5; TDP2 inh: -21; PRMT1 FP inh: 1

How did OCC1CCN(Cc2nc(Cc3ccccc3Cl)no2)CC1 do in these assays?
SIAE inh: 1; TCR CD3 inh: 0; UHRF1 binding: -4; PG9 Ab binder: -0.4; HTRA1 inhibitor: 2; LEDGF integ inh: 4; Tn7 DDE FP: 3; ABHD4 inh: -4; TDP2 inh: 0; PRMT1 FP inh: -4

What do the screens show for `Cc1ccc(-c2csc(Cc3nc(-c4ccc5c(c4)CCC(=O)N5)cs3)n2)cc1`?
SIAE inh: 2; TCR CD3 inh: 2; UHRF1 binding: -2; PG9 Ab binder: -2.1; HTRA1 inhibitor: -28; LEDGF integ inh: 1; Tn7 DDE FP: 6; ABHD4 inh: 0; TDP2 inh: -5; PRMT1 FP inh: -1

Results for Cc1cccc(C(=O)NC(C(=O)Nc2nc(-c3ccccn3)cs2)C(C)C)c1 (configuration not stated) ?
SIAE inh: 2; TCR CD3 inh: 0; UHRF1 binding: -3; PG9 Ab binder: -1.1; HTRA1 inhibitor: 6; LEDGF integ inh: 4; Tn7 DDE FP: 0; ABHD4 inh: 1; TDP2 inh: -5; PRMT1 FP inh: -1
